# CXCR6 inh: CXCR6 (human) receptor inhibition; inhibition, % at 20 µM; CHO-K1 PathHunter CXCR6 beta-arrestin, luminescence; 0.36% of 360,000 active; in the data active means inhibition above about 34%, passing the limit was not always enough;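 further: antagonist mode with CXCL16 agonist at 10 nM final; 0% = 10 nM CXCL16 with DMSO and 100% = unstimulated wells without agonist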
# CHOP UPR activ: activators of apoptotic arm of unfolded protein response (CHOP); AID 449763; CHO-CHOP luciferase reporter, UPR activation, luminescence; percent of tunicamycin response over DMSO baseline; activation, % at 10 µM; 0.34% of 330,000 active;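 active means at 10 µM dose, activation of 40% or more, normalized to positive control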;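 further: 100% = tunicamycin at 10 µg/mL and 0% = DMSO alone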
#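 Assay system: CHO-CHOP cells, stable luciferase reporter of PERK-eIF2a-CHOP signalling / Buffer or medium: F12 plus 10% serum / Compound dosing: one dose, 10 µM in 0.5% DMSO / Times: 6 h compound treatment, 37 °C / Technique: luciferase luminescence / Read-out: % reporter activation, DMSO baseline versus tunicamycin full activation / Benchmarks: tunicamycin and DMSO controls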
# APJ antagonist: APJ receptor antagonism; inhibition, % at 20 µM; CHO-K1 APJ beta-arrestin complementation, luminescence; AID 2521; P35414; 0.32% of 330,000 active;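 active means inhibition above about 40% at 20 µM, limit read from the data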;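 further: cells challenged with 10 nM apelin-13 agonist together with compound; plate controls were apelin-13 plus DMSO wells for no effect and DMSO wells lacking apelin-13 for full effect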
# APJ ag: activates the human apelin receptor APJ; CHO-K1 APJ PathHunter beta-arrestin, luminescence; 0% DMSO wells, 100% apelin; 0.11% of 330,000 active; activation, % at 20 µM;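 active means activation more than six SD over the plate average, tested at 20 µM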;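 further: 0% = DMSO alone and 100% = apelin-13 at 10 nM; some results filed as inactive read as strong as hits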
#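 Material: CHO-K1 APJ beta-arrestin complementation cell line; Input: cell density 1000 per well; Incubation: compound stimulation 90 min at 25 °C, detection 60 min; Signal: luminescence from split beta-galactosidase complementation, Galacton Star/Emerald II substrate; Controls: DMSO-only wells as negative, 10 nM Apelin-13 as positive control.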
# EBI2 antag: antagonists of human EBI2 receptor | inhibition, % at 5 µM | 0.81% of 360,000 active | P32249 | EBI2 beta-arrestin recruitment, luminescence, 7a,25-OHC stimulated; in the data active means inhibition above about 38%;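 further: enzyme fragment complementation signal reports receptor beta-arrestin coupling in cells; 0% = agonist plus DMSO wells and 100% = wells without agonist; some results beyond the cut were filed as inactive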
# CCR6 antag: CCR6 (human) receptor antagonism; P51684; CHO-K1 CCR6 PathHunter beta-arrestin, luminescence, CCL20-stimulated; inhibition, % at 20 µM; 0.49% of 340,000 active;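 active means compounds whose inhibition of the agonist-driven luminescence signal at 20 µM reaches about 50%, limit read from the data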;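 further: cells stimulated with CCL20 at 14 nM final; plate controls were DMSO with CCL20 for no effect and DMSO without agonist for full effect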
# tim23-1 inh: growth inhibitors of tim23-1 mutant yeast; 1.3% of 330,000 active; inhibition, % at 20 µM; S. cerevisiae tim23-1 growth, BacTiter-Glo luminescence, 24 h; AID 463212;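 active means growth inhibition of the mutant yeast at or above 50%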;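 further: temperature-sensitive mutant grown at 25 °C; plate controls were DMSO-treated mutant yeast for no effect and medium wells lacking yeast for full effect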
# Mdm2-MdmX inh: human Mdm2/MdmX binding inhibition; SaOS-2 split-luciferase Mdm2/MdmX complementation, luminescence; 3% of 330,000 active; inhibition, % at 8 µM; O15151+Q00987;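 active means inhibition of at least 50% at 8 µM in the primary screen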
# Target sequence (O15151 whole entry, looked up): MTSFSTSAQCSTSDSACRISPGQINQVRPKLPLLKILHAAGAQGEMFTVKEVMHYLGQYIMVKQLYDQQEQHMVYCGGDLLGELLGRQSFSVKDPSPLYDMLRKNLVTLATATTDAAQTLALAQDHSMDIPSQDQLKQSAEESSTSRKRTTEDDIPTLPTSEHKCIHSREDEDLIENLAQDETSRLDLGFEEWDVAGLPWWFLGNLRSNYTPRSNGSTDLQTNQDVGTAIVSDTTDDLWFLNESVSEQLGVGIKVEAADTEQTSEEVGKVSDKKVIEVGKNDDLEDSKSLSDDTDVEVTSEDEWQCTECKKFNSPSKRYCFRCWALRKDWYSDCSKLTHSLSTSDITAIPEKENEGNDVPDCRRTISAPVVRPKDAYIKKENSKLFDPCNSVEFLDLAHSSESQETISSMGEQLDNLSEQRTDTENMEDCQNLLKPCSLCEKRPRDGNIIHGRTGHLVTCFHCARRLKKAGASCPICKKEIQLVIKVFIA
# Target sequence (Q00987 whole entry, looked up): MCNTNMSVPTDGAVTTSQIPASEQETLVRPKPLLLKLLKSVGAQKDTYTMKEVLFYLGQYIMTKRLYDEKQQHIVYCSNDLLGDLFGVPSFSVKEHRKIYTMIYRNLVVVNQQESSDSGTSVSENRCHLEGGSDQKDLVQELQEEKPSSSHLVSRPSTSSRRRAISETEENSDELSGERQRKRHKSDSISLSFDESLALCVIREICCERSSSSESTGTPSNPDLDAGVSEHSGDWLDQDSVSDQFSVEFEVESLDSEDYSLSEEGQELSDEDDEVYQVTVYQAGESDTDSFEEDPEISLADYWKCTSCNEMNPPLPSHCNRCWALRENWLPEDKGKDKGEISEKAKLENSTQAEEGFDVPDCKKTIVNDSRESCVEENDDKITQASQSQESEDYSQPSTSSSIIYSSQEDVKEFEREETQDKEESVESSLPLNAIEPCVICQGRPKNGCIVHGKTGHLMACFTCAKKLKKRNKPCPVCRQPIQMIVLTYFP
# UPR XBP1 act: activators of adaptive arm of unfolded protein response (XBP1) | 0.33% of 330,000 active | activation, % at 20 µM | CHO-XBP1 luciferase reporter, IRE1-XBP1 UPR activation, luminescence; percent of tunicamycin response, DMSO as zero;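 active means versus positive control, 20 µM dose yields 30% or more activation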;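 further: 100% = tunicamycin at 10 µg/mL and 0% = DMSO only wells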
#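 Test system: CHO-XBP1 luciferase reporter cells | Buffer or medium: Serum-containing F12 medium, 10% FBS | Schedule: 6 h compound exposure at 37 °C, 5% CO2 | Detection: Steady-Glo luciferase glow luminescence, 10 min after reagent addition | Read-out basis: Activation, % of tunicamycin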
# An asterisk follows results filed as active; nt = not tested or not shown. This is a subset, so the mix of outcomes need not match the whole.
SMILES,CXCR6 inh,CHOP UPR activ,APJ antagonist,APJ ag,EBI2 antag,CCR6 antag,tim23-1 inh,Mdm2-MdmX inh,UPR XBP1 act
COc1ccc(C)cc1NC(=O)CN1C(=O)C2CC=CCC2C1=O (configuration not stated),-3,-1.4,-6,-5,-2,-1,7,18,0
CCCc1[nH]n(-c2nc3ccccc3s2)c(=O)c1C=NCC1CCCO1 (configuration not stated),-8,0.0,-12,0,3,-8,27,5,-1
O=[N+]([O-])c1ccc2c(c1)/C(=N\O)c1ccccc1-2,-7,0.1,-14,2,4,8,10,24,2
CCc1ccc2nc(NC(=O)C3CSC4(C)CCC(=O)N34)sc2c1 (configuration not stated),1,4.0,4,4,-14,8,38,-27,1
O=C(NCCC1CCCC1)C1CCC(=O)N(CCCN2CCCC2=O)C1 (configuration not stated),1,0.0,13,2,-20,-4,-1,-7,-4
Cc1nc2ccc(CCO)cc2s1,-2,0.5,11,2,-5,8,6,2,0
CCC(=O)Nc1ccc2c(c1)ncn2-c1ccc(OC)cc1,7,2.5,-7,6,-2,-6,-22,3,4
N#Cc1ccccc1Sc1ccccc1C(=O)OCC(N)=O,5,0.5,-9,0,7,3,18,-28,-1
O=C(Nc1ccc(Cl)c(Cl)c1)Nc1nc(-c2ccccc2)cs1,-22,12,-22,5,9,-11,-5,42,8
Cc1cc(-c2ccc(S(=O)(=O)N3CCCCC3)s2)on1,9,1.6,17,1,-4,12,10,4,-2
O=C(Cc1csc(Nc2nc(=S)[nH]c3ccccc23)n1)NCc1ccccc1Cl,16,-0.2,11,-6,6,31,4,92*,15
COc1ccccc1-c1cc(=O)c2c(O)ccc([N+](=O)[O-])c2o1,-5,9.3,15,5,1,8,17,43,3
Cc1ccc(CSCCNC(=O)CCSc2ccccc2)cc1,13,0.0,6,-4,10,3,21,-15,-2
Cc1ccc(S(=O)(=O)N2CCN(C(=O)CNC(=O)c3sc4ccccc4c3Cl)CC2)cc1,-7,3.5,-47,7,9,5,-21,22,4
Cc1ccccc1OCc1nc2ccccc2c(=O)n1N,-5,2.1,15,-2,-6,-5,15,0,4

# Entries listed above shown as hits in Mdm2-MdmX inh:
molecule,CXCR6 inh,APJ antagonist,APJ ag,EBI2 antag,CCR6 antag,Mdm2-MdmX inh,UPR XBP1 act
O=C(Cc1csc(Nc2nc(=S)[nH]c3ccccc23)n1)NCc1ccccc1Cl,16,11,-6,6,31,92*,15

# Next entries
SMILES,CXCR6 inh,CHOP UPR activ,APJ antagonist,APJ ag,EBI2 antag,CCR6 antag,tim23-1 inh,Mdm2-MdmX inh,UPR XBP1 act
COC(=O)CNC(=O)C(NC(=O)c1ccc(Cl)cc1)C(C)C (configuration not stated),-5,-1.0,11,-6,1,6,7,27,0
COc1ccc(S(=O)(=O)N2CCOCC2)cc1NC(=O)C1CC1,-1,0.4,1,-3,4,-7,-10,6,0
O=C(CCC(=O)OCC(=O)c1ccc(Br)cc1)Nc1cccc2cccnc12,0,-0.3,19,-3,2,-25,12,-4,1
O=C(COC(=O)C1CCN(c2ccc(C(F)(F)F)cn2)CC1)Nc1ncc(Cl)cc1Cl,1,0.7,2,-3,-11,-6,17,9,-5
Cn1c(=O)oc2cc(S(=O)(=O)NCc3ccc(Cl)cc3)ccc21,2,0.4,24,-1,-11,-5,3,-10,-6
O=C(NCCCn1ccnc1)c1ccc2nccnc2c1,3,-1.2,-4,1,-11,-6,-20,3,0
Cc1ccc(NS(=O)(=O)c2ccc(C)c(C(=O)N3CCN(C)CC3)c2)cc1,6,-2.0,12,1,3,7,7,2,-2
COc1cccc(OCC(=O)NNC(=O)C(=O)N2CCCC2)c1,-5,0.5,29,-5,-1,-10,-1,10,1
COc1ccc(-c2ccnc3cc(C(=O)O)nn23)cc1,-6,-1.4,4,-2,-1,-10,-3,11,-1
CS(=O)(=O)N1CCN(c2ccccc2NC(=S)NC(=O)c2cccs2)CC1,7,0.0,19,1,2,16,23,19,-3
CC(C)C12CN3CC(C(C)C)(CN(C1)C3(C)C)C2=O,-3,-1.0,-13,-3,5,5,7,15,1
O=C(Cn1[nH]c(=O)c2ccccc2c1=O)OCC(=O)c1ccc(F)c(F)c1,8,2.2,11,-6,11,8,-9,-8,-1
CCOC(=O)N1CCC(NC(=O)C(Cc2ccccc2)NC(=O)c2ccco2)CC1 (configuration not stated),2,-1.5,-3,-4,5,2,-2,21,-1
COc1ccc(CN2CCCC(C(=O)c3ccc4c(c3)OCO4)C2)c(F)c1 (configuration not stated),-18,-0.7,0,-1,2,8,-6,17,-4
COc1ccc(CNC(=S)Nc2ccccc2-c2ccccc2)cc1,2,1.5,16,-4,-4,nt,15,-28,-3
CC(NC(=O)N(Cc1ccccc1)Cc1ccc2c(c1)OCO2)(C(F)(F)F)C(F)(F)F,4,-2.0,13,-4,4,22,15,3,1
CCOCCCN1CN(S(=O)(=O)c2ccc(Cl)cc2)c2nc3ccccc3nc21,4,-1.5,-1,-2,-4,2,7,4,-4
COC(=O)c1sc(NC(=O)c2cc(-c3ccccc3)nc3ccccc23)c(C#N)c1C,13,8.4,23,-1,-11,21,18,95*,0
CCOc1ccc(NC(=O)Cn2nnc(C(=O)NCc3ccco3)c2N)cc1,5,-3.3,-29,4,-5,-22,-32,5,0
O=C(O)c1ccccc1NC(=O)c1ccccc1Nc1ccccc1,-2,-0.8,4,1,4,3,20,45,2
O=C(CNS(=O)(=O)c1ccc(Cl)cc1)N1CCN(c2ccc(F)cc2)CC1,-7,1.9,-2,-1,-5,-5,12,-13,-2
CCN(CC)S(=O)(=O)c1cc(NC(=O)c2n[nH]c(=O)c3ccccc23)ccc1C,-5,0.2,1,-1,-2,-3,17,5,-5
S=C(Nc1ccc2nccnc2c1)N1CCOCC1,1,2.1,-54,4,-14,3,5,35,2
O=C(NC(=S)Nc1ccc(N2CCCC2)cc1)c1ccc(F)cc1,2,4.0,2,7,-7,27,-5,21,-3
Cc1ccccc1OCC(O)Cn1c(Br)nc2c1c(=O)[nH]c(=O)n2C (configuration not stated),-5,1.1,0,-2,-5,1,4,-2,-1
CC(C)=C(NC(=O)c1ccccc1)C(N)=O,-4,1.5,-7,-1,2,-3,-1,-5,2
Cc1[nH]c2ccccc2c1Cc1nnc(SCC(=O)NCc2ccco2)o1,-10,-0.4,-55,-2,-2,-6,12,4,3
CC1=C(C#N)c2nc(N)c(C#N)c(C)c2/C1=C\c1ccc(C)cc1,nt,-11,-3,19,nt,nt,56*,30,-6
CSCCCNC(=S)N1CCN(c2ccc(C(C)=O)cc2)CC1,3,0.4,8,-4,-1,9,13,-12,-3
CCCC(C)C(=O)Nc1ccc(S(=O)(=O)Nc2nccs2)cc1 (configuration not stated),8,1.0,-7,-1,-9,9,3,-20,-1
CCn1ncc(Br)c1C(=O)NC1CCCCCCC1,10,-2.2,6,-6,-9,15,14,18,-5
Cc1cc(C)nc(NC(=O)c2ccc(OC(C)C)cc2)n1,1,-0.5,-10,4,-2,-3,8,3,-3
COc1ccc(-n2c(Cc3cccn3C)nnc2SCC(=O)N2CCCC2)cc1,4,0.4,12,-2,-6,-1,6,-9,-1
NC(=O)c1c(NC(=O)c2cccnc2)sc2c1CCCCC2,5,7.0,13,-6,-3,6,22,-31,6
O=C(Nc1ccc2c(c1)OCO2)c1ccc(Cl)cc1Cl,2,2.1,-23,-1,2,9,23,-110,-6
CC(=O)N1CCN(C(=O)c2ccccc2NS(=O)(=O)c2ccc(F)cc2)CC1,4,0.6,-8,0,-4,-5,1,-25,0
O=C(C1CCCO1)N(c1cccc(Cl)c1)C1C=CS(=O)(=O)C1 (configuration not stated),1,-2.0,15,0,-2,0,6,-4,0
CCCN(CCC)C(C(=O)Nc1cccc(OC)c1)c1ccccc1 (configuration not stated),4,0.5,-4,-1,29,12,9,3,1
O=C(Oc1ccc(N2C(=O)C3C4CCC(C4)C3C2=O)cc1)c1ccco1 (configuration not stated),1,2.5,3,8,0,-10,17,-3,1
O=C(O)C1C2C=CC(C3CC23)C1C(=O)N1CCc2ccccc21 (configuration not stated),-2,-1.3,8,2,-5,9,-8,8,-1
CC(=O)c1c[nH]c(C(=O)NC2CCCCCC2)c1,0,-0.7,-6,1,2,0,-8,-10,-2
CCN(CC(=O)Nc1c(F)cccc1F)C(=O)c1cnc(C)cn1,-4,-0.2,-36,-2,3,-10,-7,14,-1
CCCC(c1nnnn1C(C)(C)C)N1CCN(Cc2ccccc2)CC1 (configuration not stated),6,-1.4,-8,-3,12,2,4,-18,-2
O=C(O)c1cc(S(=O)(=O)N2CCN(S(=O)(=O)c3ccccc3)CC2)ccc1Cl,3,-0.3,-16,-2,-1,5,-5,20,1
Cc1ccc(-n2nnc(-c3cnc4ccccc4c3)n2)cc1,4,-2.7,38,-6,-6,22,5,-58,-5

# Gathered by group, those above containing a cyano group.
SMILES,CXCR6 inh,CHOP UPR activ,APJ antagonist,APJ ag,EBI2 antag,CCR6 antag,tim23-1 inh,Mdm2-MdmX inh,UPR XBP1 act
N#Cc1ccccc1Sc1ccccc1C(=O)OCC(N)=O,5,0.5,-9,0,7,3,18,-28,-1
COC(=O)c1sc(NC(=O)c2cc(-c3ccccc3)nc3ccccc23)c(C#N)c1C,13,8.4,23,-1,-11,21,18,95*,0
CC1=C(C#N)c2nc(N)c(C#N)c(C)c2/C1=C\c1ccc(C)cc1,nt,-11,-3,19,nt,nt,56*,30,-6

# The list goes on.
SMILES,CXCR6 inh,CHOP UPR activ,APJ antagonist,APJ ag,EBI2 antag,CCR6 antag,tim23-1 inh,Mdm2-MdmX inh,UPR XBP1 act
CC(=O)c1sc(Nc2nc(C)cc(C)n2)nc1C,-12,0.7,3,1,-10,-1,13,30,2
CC(C)CN(CC(C)C)C(=O)CN1C(=O)NC2(CCCc3ccccc32)C1=O (configuration not stated),5,1.1,15,2,-6,10,5,-4,6
COc1ccccc1OCCn1cc(/C=C(\C#N)C(=O)NCc2cccs2)c2ccccc21,0,-2.3,3,-1,0,10,14,3,-2
Cc1ccc(C)c(C(=O)c2ccccc2NC(=O)c2ccccn2)c1,4,1.2,-16,-4,-2,18,25,57*,-2
C(=N\Nc1ccc2ccccc2n1)/c1ccc2c(c1)OCO2,-2,-3.8,11,0,-10,-3,19,-6,-7
COc1ccc(CCNC(=O)C2(C)CCC(=O)N2Cc2ccc(C)cc2)cc1OC (configuration not stated),0,-0.9,12,-2,-8,-1,0,-29,-2
COc1ccc(/C=C/C(=O)NCCOc2ccccc2OC)cc1,0,0.0,-1,-1,19,8,23,10,-2
Cc1ccc(-c2noc(C3CCCCC3)n2)cc1,0,1.3,-26,-5,1,9,19,-39,-2
Cc1c(C(=O)OCC(=O)NCCc2ccc(S(N)(=O)=O)cc2)oc2ccccc12,0,1.4,0,-2,-4,4,-4,26,-2
Cc1c(NC2=NC(C)(C)Cc3ccccc32)c(=O)n(-c2ccccc2)n1C,2,0.6,0,-2,1,-7,-1,-22,-4

# Screening results: PubChem, Sanford-Burnham Center for Chemical Genomics
